PAFAH2 FP inh = inhibitors of human PAFAH2. Q99487. recombinant PAFAH2, FP-rhodamine activity probe, fluorescence polarization. inhibition, % at 3.39 µM. 340,000 compounds, 0.99% hits;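 active = inhibition above the mean over all tested compounds plus 3 SD, cut at about 30% in these data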;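 note: inhibitors block probe labeling of enzyme so polarization drops; 0% = enzyme with DMSO and 100% = wells lacking PAFAH2 protein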
LYPLA1 inh = LYPLA1 (human) inhibition in PME1 counter-screen. O75608. recombinant LYPLA1, FP-Rh probe fluorescence polarization. inhibition, % at 5.9 µM. 320,000 compounds, 0.16% hits;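 active = inhibition above the mean of all tested compounds plus 3 SD, set per campaign, cut at about 14% in these data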;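 note: inhibitors block serine hydrolase probe labeling of LYPLA1 so polarization falls; 0% = enzyme with DMSO and 100% = wells lacking LYPLA1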
Target sequence (O75608 whole entry, looked up): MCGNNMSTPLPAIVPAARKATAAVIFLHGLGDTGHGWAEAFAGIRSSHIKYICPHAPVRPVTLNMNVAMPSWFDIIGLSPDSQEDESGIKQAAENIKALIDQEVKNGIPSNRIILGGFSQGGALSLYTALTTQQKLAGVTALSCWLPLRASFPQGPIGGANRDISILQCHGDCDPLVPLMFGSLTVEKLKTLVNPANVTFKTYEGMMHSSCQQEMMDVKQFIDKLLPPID
PAD4 inh = inhibitors of human PAD4 | recombinant PAD4, RCA probe fluorescence polarization | inhibition, % at 6.36 µM | 330,000 compounds, 0.41% hits | AID 485272 | Q9UM07;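 active = percent inhibition above a cutoff equal to the mean of all tested compounds plus 3 SD, cut at about 15% in these data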;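 note: 0% = PAD4 with RCA probe and DMSO and 100% = probe without PAD4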
PAFAH1B3 FP inh = inhibitors of human PAFAH1B3 | recombinant PAFAH1B3, FP-rhodamine probe, fluorescence polarization | inhibition, % at 3.39 µM | 340,000 compounds, 0.28% hits | AID 492972;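 active = inhibition above the screen-wide average of all tested compounds plus 3 SD, cut at about 25% in these data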;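 note: 0% = enzyme with DMSO only and 100% = wells lacking PAFAH1B3 protein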
Target sequence (Q15102 whole entry, looked up): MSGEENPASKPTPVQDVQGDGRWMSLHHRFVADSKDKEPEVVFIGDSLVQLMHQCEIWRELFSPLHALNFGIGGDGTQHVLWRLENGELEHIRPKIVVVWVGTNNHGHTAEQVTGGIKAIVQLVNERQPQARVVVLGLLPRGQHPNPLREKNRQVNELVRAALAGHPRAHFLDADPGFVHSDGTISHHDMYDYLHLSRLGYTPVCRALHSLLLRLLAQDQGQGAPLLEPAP
GSTO1 inh = GSTO1 inhibition, counter-screen for RBBP9 inhibitors; P78417; AID 1974; inhibition, % at 5.96 µM; recombinant GSTO1, activity-based probe fluorescence polarization; 300,000 compounds, 1.1% hits;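 active = inhibition above the campaign mean inhibition plus 3 SD, cut at about 35% in these data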;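 note: 0% = GSTO1-1 with DMSO and 100% = wells lacking GSTO1-1 enzyme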
Fam108B counter = blocks mouse Fam108B hydrolase in RBBP9 counter-screen; 300,000 compounds, 0.33% hits; recombinant Fam108B, FP-Rh probe fluorescence polarization; inhibition, % at 9.51 µM;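 active = inhibition above the screen mean inhibition plus 3 SD, computed separately per campaign, cut at about 18% in these data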;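 note: inhibitors lower polarization as less probe binds the enzyme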
PAFAH1B2 FP inh = blocks human PAF acetylhydrolase 1b catalytic subunit 2; P68402; recombinant PAFAH1B2, FP-rhodamine activity probe, fluorescence polarization; 340,000 compounds, 1.2% hits; inhibition, % at 3.39 µM;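 active = inhibition above the mean of all tested compounds plus 3 SD, cut at about 24% in these data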;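 note: 0% = enzyme with DMSO and 100% = wells lacking PAFAH1B2; many of its hits are not listed in these tables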
Target sequence (P68402 whole entry, looked up): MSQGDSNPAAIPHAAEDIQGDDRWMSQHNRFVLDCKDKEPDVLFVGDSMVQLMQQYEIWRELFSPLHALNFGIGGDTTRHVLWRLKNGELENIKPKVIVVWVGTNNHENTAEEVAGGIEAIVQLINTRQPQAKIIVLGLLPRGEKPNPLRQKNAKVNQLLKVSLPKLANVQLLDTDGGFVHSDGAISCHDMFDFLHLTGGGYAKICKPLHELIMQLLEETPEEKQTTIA
pPAFAH FP inh = pPAFAH (human) enzyme inhibition | Q13093 | recombinant pPAFAH, FP-rhodamine probe fluorescence polarization | inhibition, % at 3.39 µM | 330,000 compounds, 1.5% hits | AID 463082;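 active = inhibition above the mean inhibition across the screen plus 3 SD, cut at about 25% in these data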;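 note: inhibitors block binding of the rhodamine activity-based probe so polarization drops; 0% = enzyme with DMSO and 100% = wells lacking pPAFAH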
PME-1 inh = PME-1 (human) inhibition; recombinant PME-1, FP-Rh probe fluorescence polarization; AID 2130; 320,000 compounds, 0.53% hits; Q9Y570; inhibition, % at 5.9 µM;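 active = inhibition above the campaign mean of all compounds plus 3 SD, cut at about 26% in these data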;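 note: competitive labeling of PME-1 active site by serine hydrolase directed probe; 0% = PME-1 with DMSO and 100% = wells lacking PME-1 enzyme; inhibitors block probe labeling so polarization falls and inhibition rises; many of its hits are not listed in these tables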
Target sequence (Q9Y570 whole entry, looked up): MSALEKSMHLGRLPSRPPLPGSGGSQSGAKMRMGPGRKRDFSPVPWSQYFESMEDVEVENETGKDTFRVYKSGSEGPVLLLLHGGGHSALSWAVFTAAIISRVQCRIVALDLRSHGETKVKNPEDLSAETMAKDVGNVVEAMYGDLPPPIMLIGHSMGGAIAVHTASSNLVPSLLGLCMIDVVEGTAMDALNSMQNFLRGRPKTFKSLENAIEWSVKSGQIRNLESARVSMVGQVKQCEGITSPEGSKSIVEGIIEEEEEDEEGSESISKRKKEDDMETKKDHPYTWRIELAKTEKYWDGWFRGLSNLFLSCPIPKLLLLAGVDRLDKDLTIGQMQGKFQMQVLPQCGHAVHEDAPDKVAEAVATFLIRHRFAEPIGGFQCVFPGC
* = called active by the depositor; . = no result given.

| mol | PAFAH2 FP inh | LYPLA1 inh | PAD4 inh | PAFAH1B3 FP inh | GSTO1 inh | Fam108B counter | PAFAH1B2 FP inh | pPAFAH FP inh | PME-1 inh |
| --- | --- | --- | --- | --- | --- | --- | --- | --- | --- |
| O=C(COC(=O)c1ccco1)NC12CC3CC(CC(C3)C1)C2 | -1 | . | 2 | -1 | . | . | -1 | 0 | . |
| O=C(c1cccnc1)N1C2CCC1CC(O)(c1ccc(F)cc1)C2 (centres undefined) | 1 | 1 | -4 | 2 | 1 | 2 | -1 | 0 | 0 |
| Cn1cc(/C=N/Nc2ccccc2)c2ccccc21 | 4 | 0 | -3 | -1 | 2 | 7 | 1 | 4 | 7 |
| CC(C)[C@@H](C(=O)NCc1ccco1)N1C(=O)N2CCc3c([nH]c4ccccc34)[C@@]2(C)C1=O | 4 | 0 | 4 | 4 | -3 | 3 | 7 | 8 | 2 |
| COc1ccc(S(=O)(=O)N2CCc3ccccc32)cc1C(=O)O | 3 | -1 | -3 | 7 | 4 | -5 | 15 | 5 | 0 |
| O=C1OC[C@H]2CCCN2C(=O)[C@@H](CC(=O)N(CCO)Cc2ccccc2)C/C=C\C[C@H]1Cc1ccc(F)cc1 | 11 | . | -3 | 6 | . | . | 17 | 3 | . |
| COc1ccc(-n2c(=S)[nH]c3cc(C(=O)Nc4cc(C(N)=O)ccc4OC)ccc3c2=O)c(OC)c1 | -4 | 1 | 2 | 11 | -43 | -4 | 5 | 1 | -12 |
| CCCn1cnc2cc(NCc3cccs3)ccc21 | -10 | -2 | 0 | 2 | -1 | 2 | 6 | 3 | 1 |
| CN(C)c1cc[n+](CC(=O)Nc2ccc(OC(F)F)cc2)cc1 | -11 | -5 | -4 | 3 | -7 | -2 | 5 | -4 | -7 |
| CCCc1c(C)nn(-c2ncccc2[N+](=O)[O-])c1C | 3 | 1 | -1 | 11 | -3 | -3 | 2 | -1 | 4 |
| Cc1cc(NC(=O)CCC(=O)N(Cc2ccco2)C(C)(C)C(=O)NC2CCCCC2)no1 | 0 | -2 | 1 | -1 | -6 | 9 | 0 | 2 | 10 |
| Cc1ccc(S(=O)(=O)c2nc(-c3ccccc3F)oc2N2CC(C)OC(C)C2)cc1 (centres undefined) | -4 | 0 | -2 | 6 | 0 | 3 | 3 | 1 | -3 |
| Cc1cc(C)c(NS(=O)(=O)c2cccc3cccnc23)c(C)c1 | -3 | 1 | 2 | 5 | 1 | -2 | -1 | -1 | 4 |
| COc1cccc(CNC(=O)CSc2nc3c(oc4ccccc43)c(=O)n2CC2CCCO2)c1 (centres undefined) | 0 | 1 | 1 | 4 | -2 | -2 | 4 | 3 | -3 |
| COc1cc2c(cc1OC)CN(CCOc1ccc(Br)cc1)CC2 | 0 | -1 | 2 | -3 | 14 | -3 | 7 | 4 | 5 |
| O=C(COc1ccccc1Br)NCCC1=CCCCC1 | 5 | 1 | -3 | 4 | . | . | 7 | 5 | 4 |
| COc1cc(S(=O)(=O)NCc2ccc(F)cc2)ccc1-n1cnnn1 | -1 | -4 | -6 | 3 | 0 | -1 | 4 | 4 | 4 |
| COc1ccc(-c2oc3cccnc3c2-c2ccc(OC)nc2)cc1 | -10 | -1 | 0 | 1 | -3 | 2 | 5 | 0 | 1 |
| c1ccc(-c2cc(-c3ccccc3)[nH]n2)cc1 | 2 | -2 | -2 | 11 | 1 | -2 | 1 | 9 | -5 |
| COCCCNC(=O)C(=O)N/N=C/c1ccc(OCC(=O)Nc2cccc(Cl)c2C)c(OC)c1 | -1 | 0 | -4 | 0 | 1 | -3 | 5 | 3 | 1 |
| CC(C)C(=O)Nc1ccc(C(=O)CN2C(=O)NC3(CCOc4ccccc43)C2=O)cc1 (centres undefined) | 2 | -1 | 2 | -7 | . | . | 0 | 4 | -3 |
| CC(C)(C)NC(=O)COC(=O)CNC(=O)c1cc(Cl)cc([N+](=O)[O-])c1 | -3 | -2 | 4 | 1 | 0 | 1 | 1 | 3 | 3 |
| CC1(C)CC(NC(=O)c2ccc3c(c2)OCO3)CC(C)(C)N1 | 3 | 0 | 0 | 6 | -3 | -5 | 2 | 2 | 2 |
| CCOC(=O)C1=CN(Cc2cccc(F)c2)S(=O)(=O)N(CC)C1c1cccc(OC)c1 (centres undefined) | -2 | . | 4 | 7 | . | . | 2 | 7 | . |
| CCn1c(CCNC(=O)c2ccc(OC)cc2)nnc1SCc1ccc(Cl)c(Cl)c1 | 3 | -6 | -5 | 0 | -6 | 2 | 2 | 3 | 4 |
| Cc1ccc(NC2=CC(=O)C(=O)c3ccccc32)cc1 | 4 | 3 | 39* | 25* | 77* | 12 | 8 | 9 | 15 |
| Cc1ccccc1C(=O)Nc1ccc(N2CCN(C(=O)c3ccco3)CC2)cc1 | 3 | 1 | 0 | 1 | -2 | -1 | 1 | 2 | 0 |
| O=C(NC1CCCCC1)n1c(=O)oc2ccc(Cl)cc21 | 11 | -3 | -3 | 13 | -2 | -4 | 3 | 0 | -4 |
| CCc1ccc(N=C2N=C(N)c3ccccc32)cc1 | 7 | 1 | 2 | 1 | -8 | 2 | 1 | 8 | 0 |
| COc1cc2c(cc1NC(=O)CN(C)Cc1cccc(OC)c1OC)oc1ccccc12 | -7 | -8 | 1 | -3 | -1 | -3 | -3 | 1 | -12 |
| CCC(C)NC(=O)CSC1=Nc2ccccc2C2=NC(CC(=O)NCc3ccccc3)C(=O)N12 (centres undefined) | 1 | 2 | -2 | 2 | -3 | 2 | 7 | 4 | 1 |
| Cc1ccc(NC(=O)Nc2ccc3c(c2)nnn3C)cc1C | -4 | 0 | -1 | -1 | 11 | 3 | 8 | 2 | 0 |
| CCOC(=O)C1CCN(c2cc3c(cc2NC(=O)c2ccc(OC)c(OC)c2)n(C)c(=O)n3C)CC1 | 8 | -1 | -2 | 7 | -1 | -1 | 4 | 4 | 9 |
| CCN(CC)c1ccc(Nc2nc(N3CCOCC3)c3ccccc3n2)cc1 | 0 | 3 | -4 | 5 | 7 | 6 | 6 | 16 | -9 |
| CCN(c1ccccc1)S(=O)(=O)c1ccc(Cl)c(NC(=O)c2ccc(=O)[nH]n2)c1 | -5 | -14 | -3 | -3 | . | . | -5 | -1 | -25 |
| COc1ccc(NC(=O)CN(C)C(=O)C(CCSC)NC(=O)c2ccccc2)cc1 (centres undefined) | 3 | 3 | -1 | -1 | -7 | -1 | -4 | 2 | -8 |
| CN(Cc1nccs1)C(=O)c1ccc(OC2CCN(CCc3ccccc3)CC2)cc1 | -3 | 0 | 0 | 1 | 2 | 2 | 3 | 4 | -2 |
| O=C(CN1CCOCC1)NN=C(c1ccccc1)c1ccccc1 | 25 | -2 | 2 | -1 | 2 | 4 | 4 | 16 | 3 |
| Cc1ccc(Cn2nc(C)c(NC(=O)C3(C)CC3(Br)Br)c2C)cc1 (centres undefined) | -4 | 1 | -5 | -4 | 3 | 4 | -1 | 1 | 4 |
| CCCC(=O)C1=C(O)C(C(=O)OC)C(C)(C)CC1=NCCc1ccccc1 (centres undefined) | 1 | -1 | -3 | 8 | 2 | 0 | 0 | -7 | 0 |
| COc1cccc(/C(O)=C2/C(=O)C(=O)N(c3ccccn3)C2c2ccc(OC)c(OC)c2)c1 (centres undefined) | 1 | -4 | 1 | 2 | -2 | 0 | 2 | 4 | -2 |
| COc1ccc(C(CNC(=O)c2ccc(Cl)c(NC(=O)c3cccs3)c2)N2CCCC2)cc1 (centres undefined) | 2 | 1 | -2 | 5 | -7 | -4 | -3 | 1 | 0 |
| Cc1cc(NC(=O)CSc2[nH]c(=O)cc(C(F)(F)F)c2C#N)no1 | 2 | -5 | -1 | 15 | . | . | 5 | -4 | 1 |
| COc1ccc(N(CC(=O)Nc2cccc(N(C)S(C)(=O)=O)c2)S(=O)(=O)c2ccc(C)cc2)cc1 | 0 | -1 | -4 | 6 | -8 | -5 | -1 | 0 | 4 |
| Cc1oc(C(N)=O)nc1-c1ccccc1 | -1 | -1 | -2 | 12 | 7 | -2 | 0 | 3 | -3 |
| CC1(c2ccc(OC(F)F)cc2)NC(=O)N(CC(=O)N2CCN(C(=O)c3ccco3)CC2)C1=O (centres undefined) | 7 | 0 | -10 | 7 | . | . | 4 | 1 | 0 |
| O=C(CCC(=O)N1CCN(Cc2ccc(F)cc2)CC1)Nc1nnc(C2CCCCC2)s1 | 2 | -3 | 3 | -5 | 2 | -1 | -2 | 2 | 0 |
| Cc1cccc(CN(CC(=O)N/N=C/c2cccs2)S(=O)(=O)c2ccc(Cl)cc2)c1 | -11 | -19 | -11 | -3 | -21 | -19 | -1 | 0 | -35 |
| Cc1ccc(NC(=S)N2CCCC(CO)C2)c(C)c1 (centres undefined) | -5 | -2 | 0 | 5 | 6 | 0 | 2 | -1 | 6 |
| CCOC(=O)C(CC(C)C)CP(=O)(O)CNC(=O)OCc1ccccc1 (centres undefined) | -4 | 2 | -5 | 4 | 1 | -1 | 2 | 1 | 3 |
| Cn1cc(S(=O)(=O)N2CCCC2)cc1C(=O)NCc1ccccc1 | -1 | 0 | -2 | 5 | 0 | 1 | 1 | -1 | -1 |
| COc1ccc(CCNC(=O)c2ccc3c(c2)N(Cc2ccc(F)cc2)CCS3)c(OC)c1 | 7 | -1 | -1 | 9 | -1 | -3 | 0 | 3 | 18 |
| CCC(=O)/C=C1/Sc2ccccc2N1CC | 10 | 3 | -6 | 4 | 9 | 5 | 1 | 3 | -1 |
| COc1ccccc1CNC(=O)COC(=O)/C=C/c1cccs1 | 50* | 0 | 1 | 6 | 1 | 3 | 5 | 14 | 1 |
| C=CCn1cn[nH]c1=S | 2 | -1 | -4 | 7 | 11 | 2 | 4 | 4 | -3 |
| C#CCOCCOCCOCCNc1nc(N2CCN(C(=O)CCCCCCCCCCNC(=O)[C@H](CCCCN)n3cc(CCCC(=O)O)nn3)CC2)nc(N2CCN(C(=O)CCCCCCCCCCNC(=O)[C@@H]([C@H](C)O)n3cc(C)nn3)CC2)n1 | -4 | 1 | 2 | -1 | -1 | 4 | -1 | 9 | -1 |
| Cc1ccc(C(=O)Nc2sc3c(c2C(=O)NCc2ccco2)CCCC3)cc1 | 6 | -1 | 2 | -6 | 3 | -6 | 3 | -5 | -4 |
| O=C1NC(=S)N/C1=C/c1cccc2ccccc12 | -7 | -3 | 1 | 10 | -11 | -1 | 2 | 3 | 0 |
| Cc1ccc2nc3c(cc(S(=O)(=O)c4ccccc4)c(=N)n3Cc3ccco3)c(=O)n2c1 | 9 | -4 | -5 | 1 | 6 | -5 | 3 | 12 | 1 |
| CCCC(C)C(=O)Nc1nc(C)c(-c2csc(Nc3cc(Cl)ccc3C)n2)s1 (centres undefined) | -10 | -11 | -4 | 2 | -2 | 9 | 4 | 10 | -6 |

The listing continues.
| mol | PAFAH2 FP inh | LYPLA1 inh | PAD4 inh | PAFAH1B3 FP inh | GSTO1 inh | Fam108B counter | PAFAH1B2 FP inh | pPAFAH FP inh | PME-1 inh |
| --- | --- | --- | --- | --- | --- | --- | --- | --- | --- |
| O=C(O)C1CC(=O)N(CCOc2ccccc2)C1 (centres undefined) | 3 | 2 | -6 | 8 | -5 | 0 | 2 | -1 | -1 |
| Cc1ccc(NC(=O)c2ccccc2F)cc1S(=O)(=O)N1CCCCCC1 | 6 | -3 | -3 | -1 | -10 | 1 | 0 | -2 | -1 |
| Cc1ccc(-n2c(SCC(N)=O)nc3c(oc4ccccc43)c2=O)cc1 | -4 | 3 | 1 | -5 | 0 | -1 | 0 | 5 | 1 |
| CCOc1cc(C)c(Cl)cc1S(=O)(=O)n1nnc2ccccc21 | 4 | -2 | 1 | 4 | -8 | -1 | 5 | 3 | 15 |

These rows are one share of the data; count on the stated rates, not on these rows.
